T cruzi growth: blocks T. cruzi growth in NIH3T3 culture; T. cruzi beta-gal in NIH3T3, GalScreen luminescence, 90 h; inhibition, % at 8.34 µM; 5.9% of 77,000 active; AID 624255;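 active = mean inhibition above about 93%, with at least 55% of replicates each passing it, limit read from the data, passing the limit was not always enough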
GASC1 inh: inhibitors of human demethylase GASC-1 KDM4C | Q9H3R0 | GST-KDM4C 2-372, H3K9me3 peptide, LANCE TR-FRET | inhibition, % at 12.5 µM | 0.15% of 96,000 active | AID 720574;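 active = mean replicate inhibition above about 25%, with at least 55% of replicates also reaching it, limit read from the data, passing the limit was not always enough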
Target sequence (Q9H3R0 2-372 limits assumed): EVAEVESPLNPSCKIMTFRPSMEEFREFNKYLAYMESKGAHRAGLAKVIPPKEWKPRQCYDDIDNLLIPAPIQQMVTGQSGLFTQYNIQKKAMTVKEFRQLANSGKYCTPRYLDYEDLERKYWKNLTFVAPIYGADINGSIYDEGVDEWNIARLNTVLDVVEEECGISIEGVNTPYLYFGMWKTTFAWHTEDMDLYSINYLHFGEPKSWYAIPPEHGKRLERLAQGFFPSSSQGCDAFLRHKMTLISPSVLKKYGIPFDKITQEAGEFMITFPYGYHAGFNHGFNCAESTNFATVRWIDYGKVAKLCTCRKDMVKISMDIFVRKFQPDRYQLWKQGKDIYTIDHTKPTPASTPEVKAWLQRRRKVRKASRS
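material = GST-tagged GASC-1 (JMJD2C) catalytic fragment, aa 2-372 | amount = enzyme final amount 10 nM | medium = HEPES buffer, pH 7.5, plus ascorbate | also added = H3K9me3 peptide substrate, Fe(II), 2-oxoglutarate | dosing = single dose | times = 30 min demethylation and 1 h detection at room temperature | detection = LANCE TR-FRET | read-out basis = Fall in 671/618 emission ratio as inhibition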
C diff growth: blocks growth of Clostridium difficile; Clostridium difficile clinical isolate growth, OD600, 24 h; hits give low values; growth activity, negative = inhibition, % at 16 µg/mL (by protocol); 0.25% of 86,000 active;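 active = mean growth activity at or below -80% and every replicate also at or below -80%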;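 also: 0% = DMSO wells and -100% = levofloxacin 16 µg/mL wells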
Pf Dd2 growth: P. falciparum Dd2 growth inhibition; 2.3% of 94,000 active; activity change, % at 10 µM; SYBR Green, 72 h; hits give low values; AID 1159554; in the data active = activity change below about -80%
* marks the source's active call; other numbers are inactive results; / = not tested or not shown; & = joins results of further samples. This is a random part of the collection; about 6.7% have a hit in one of these screens.

entry	canonical_smiles	T cruzi growth	GASC1 inh	C diff growth	Pf Dd2 growth
1	O=C(C[C@@H]1C=C[C@@H](NC(=O)Nc2cc(F)ccc2F)[C@H](CO)O1)NCCCN1CCOCC1	78	1.4	/	-4
2	C[C@H](CO)N1C[C@H](C)[C@H](CN(C)C(=O)Nc2ccccc2)Oc2ccc(NC(=O)C3CCCCC3)cc2C1=O	-10	0.4	-1	-6
3	COc1ccccc1S(=O)(=O)N[C@H]1C=C[C@H](CC(=O)N2CCN(C)CC2)O[C@@H]1CO	24	1.5	-5	12
4	COc1ccc(S(=O)(=O)N(C)C[C@H]2Oc3ccc(NC(=O)Nc4c(C)noc4C)cc3CC(=O)N([C@@H](C)CO)C[C@H]2C)cc1	-7	-0.1	2	27
5	C[C@@H]1CN([C@@H](C)CO)C(=O)CCCn2cc(nn2)CO[C@@H]1CN(C)C	-53	1.5	-4	-21
6	COCC(=O)N1[C@H](C(=O)N2CCCCC2)[C@@H](CO)[C@@H]2Cn3c(ccc(C4=CCCCC4)c3=O)[C@@H]21	-16	2.1	0	7
7	O=C(C[C@@H]1CC[C@@H]2[C@H](COC[C@@H](O)CN2Cc2cccc(Cl)c2)O1)NCC1CCCCC1	125*	0.0	-2&-28	/
8	COc1cccc(C(=O)Nc2ccc3c(c2)C(=O)N(C)C[C@H](OC)[C@@H](C)CN(C(C)=O)[C@H](C)CO3)c1	23	0.4	3	4
9	Cc1ccc(S(=O)(=O)Nc2ccc3c(c2)C(=O)N([C@H](C)CO)C[C@H](C)[C@H](CN(C)C)OCCCC[C@H](C)O3)cc1	37	8.3	-1	-9
10	O=C(C[C@@H]1C[C@H]2c3cc(NC(=O)C4CCC4)ccc3O[C@H]2[C@@H](CO)O1)NCc1cc(F)ccc1F	37	-2.0	-2	3
11	C[C@H](CO)N1C[C@H](C)[C@H](CN(C)Cc2ccccc2)Oc2c(NC(=O)c3ccc(-c4nccs4)cc3)cccc2C1=O	52	0.6	-2	-12
12	C[C@@H]1CN([C@@H](C)CO)C(=O)c2cc(NS(=O)(=O)c3cccs3)ccc2O[C@@H](C)CCCCO[C@H]1CN(C)S(=O)(=O)c1ccccc1	45	7.0	1	/
13	COc1ccccc1CN(C)C[C@@H]1OCc2cn(nn2)CCCC(=O)N([C@H](C)CO)C[C@@H]1C	27	0.5	/	-6
14	C[C@H]1CN([C@@H](C)CO)C(=O)c2cccc(NC(=O)Nc3cccc4ccccc34)c2O[C@@H]1CN(C)S(=O)(=O)c1ccccc1	54	0.8	-8	-25
15	C[C@@H]1CCCCO[C@H](CN(C)S(=O)(=O)c2ccc(Cl)cc2)[C@@H](C)CN([C@H](C)CO)C(=O)c2cc(NS(C)(=O)=O)ccc2O1	-18	0.5	-9	-9
16	O=C(C[C@H]1C[C@H]2c3cc(NC(=O)Cc4ccncc4)ccc3O[C@H]2[C@H](CO)O1)NCc1ccc2c(c1)OCO2	/	-1.6	-1	3
17	COc1ccc(S(=O)(=O)Nc2ccc3c(c2)C(=O)N([C@@H](C)CO)C[C@@H](C)[C@@H](CN(C)C(=O)Nc2ccc(C(F)(F)F)cc2)O3)cc1	76	0.0	11	-3
18	COc1ccc(C#Cc2ccc3c(c2)[C@H]2[C@H](CCN2S(=O)(=O)c2ccccc2C)[C@H](CO)N3)cc1	77	-0.7	-9	-33
19	C[C@H]1CN([C@@H](C)CO)C(=O)c2cc(NC(=O)Nc3cccc4ccccc34)ccc2O[C@H]1CN(C)Cc1ccc(C(=O)Nc2ccccc2N)cc1	64	0.2	/	-36
20	C[C@@H]1CN([C@@H](C)CO)C(=O)c2cc(NC(=O)Nc3ccccc3)ccc2O[C@H]1CN(C)Cc1ccc(C(=O)O)cc1	-5	0.1	1	38
21	COc1ccc2c3c([nH]c2c1)[C@@H](CO)N(Cc1ccccc1F)CC31CCN(C)CC1	/	1.8	5	-77
22	O=C(C[C@@H]1C=C[C@H](NC(=O)NC2CCCCC2)[C@H](CO)O1)NCc1ccccc1	-46	1.1	/	16
23	Cc1noc(C)c1NC(=O)N(C)C[C@@H]1Oc2ccc(NS(=O)(=O)c3ccc(F)cc3)cc2CC(=O)N([C@@H](C)CO)C[C@@H]1C	10	-1.7	-3	15
24	CC(C)NC(=O)N1[C@@H](C#N)[C@@H](c2ccc(C#CC3CCCC3)cc2)[C@@H]1CO	105*	-0.2	3	-8
25	CO[C@@H]1CN(C)C(=O)c2ccc(NC(=O)C3CCC3)cc2OC[C@H](C)N(CC2CCCCC2)C[C@H]1C	88	1.3	/	-43
26	O=C(C[C@@H]1C=C[C@H](NC(=O)c2ccc3c(c2)OCO3)[C@H](CO)O1)NCc1ccc(F)cc1	-36	-0.4	0	0
27	Cc1noc(C)c1NC(=O)Nc1ccc2c(c1)C(=O)N(C)[C@H]1CC[C@@H](CC(=O)N[C@@H]3CCN(Cc4ccccc4)C3)O[C@H]1CO2	86	3.9	-13	-6
28	CN1CCN(C(=O)c2cc3c(c(-c4cccc(-c5cccc(C(=O)N(C)C)c5)c4)n2)[C@H](CCO)N([S@@](=O)C(C)(C)C)C3)CC1	6	0.3	/	10
29	CNC[C@H]1OCCCC[C@@H](C)Oc2ccc(NC(=O)Nc3cccc4ccccc34)cc2C(=O)N([C@@H](C)CO)C[C@@H]1C	65	0.1	2	-14
30	CCCC#Cc1ccc2c(c1)O[C@H](CN(C)Cc1ccccc1)[C@@H](C)CN([C@@H](C)CO)S2(=O)=O	/	-0.9	/	-22

Results in GASC1 inh, for some of the entries so far:
| No. | SMILES | GASC1 inh |
| --- | --- | --- |
| 12 | C[C@@H]1CN([C@@H](C)CO)C(=O)c2cc(NS(=O)(=O)c3cccs3)ccc2O[C@@H](C)CCCCO[C@H]1CN(C)S(=O)(=O)c1ccccc1 | 7.0 |
| 20 | C[C@@H]1CN([C@@H](C)CO)C(=O)c2cc(NC(=O)Nc3ccccc3)ccc2O[C@H]1CN(C)Cc1ccc(C(=O)O)cc1 | 0.1 |
| 27 | Cc1noc(C)c1NC(=O)Nc1ccc2c(c1)C(=O)N(C)[C@H]1CC[C@@H](CC(=O)N[C@@H]3CCN(Cc4ccccc4)C3)O[C@H]1CO2 | 3.9 |

Other compounds follow.
entry	canonical_smiles	T cruzi growth	GASC1 inh	C diff growth	Pf Dd2 growth
31	C[C@H](CO)N1C[C@H](C)[C@H](CN(C)C(=O)Nc2ccccc2)Oc2c(NC(=O)c3cnccn3)cccc2C1=O	10	2.4	-1	24
32	COCCNC(=O)C[C@H]1C[C@@H]2c3cc(NC(=O)COC)ccc3O[C@@H]2[C@@H](CO)O1	33	3.2	0	-4
33	C[C@H](CO)N1C[C@H](C)[C@@H](CN(C)C(=O)C2CCCCC2)OCCCC[C@H](C)Oc2ccc(NS(=O)(=O)c3cccs3)cc2C1=O	45	0.7	-1	-1
34	COc1ccc2c3c([nH]c2c1)[C@@H](CO)N(C(=O)Nc1ccccc1F)CC31CN(C(=O)c2ccccc2F)C1	/	-1.1	4	-77
35	C[C@H](CO)N1C[C@H](C)[C@H](CN(C)Cc2ccc(C(F)(F)F)cc2)OCCCC[C@H](C)Oc2ccc(NS(=O)(=O)c3ccccc3)cc2C1=O	75	-0.5	/	0
36	CC(C)NC(=O)Nc1ccc2c(c1)C(=O)N([C@H](C)CO)C[C@@H](C)[C@H](CN(C)S(=O)(=O)c1cccs1)OCCCC[C@@H](C)O2	/	-0.2	14	/
37	COc1ccccc1-c1ccc2c(c1)O[C@H](CN(C)C(C)=O)[C@@H](C)CN([C@H](C)CO)S2(=O)=O	16	0.2	4	22
38	O=C(Nc1cc(F)ccc1F)N1CC(=O)N2[C@H](CO)[C@@H](c3ccc(-c4cccnc4)cc3)[C@H]2C1	/	-1.6	5	-2
39	Cc1ccc(S(=O)(=O)Nc2ccc3c(c2)C(=O)N([C@H](C)CO)C[C@H](C)[C@@H](CN(C)CC2CC2)OCCCC[C@H](C)O3)cc1	57	1.8	-4	-6
40	CCC(=O)N1CC2(C1)[C@H](c1ccccc1)[C@H](CO)N2Cc1ccccc1OC	/	1.2	7	-78
41	O=C1CN(S(=O)(=O)c2ccccc2)C[C@@H]2[C@H](c3ccc(C#Cc4ccccc4)cc3)[C@@H](CO)N12	/	-2.4	49	-16
42	C[C@@H]1CCCCO[C@H](CN(C)Cc2ccncc2)[C@H](C)CN([C@@H](C)CO)C(=O)c2cc(NC(=O)Cc3ccccc3)ccc2O1	44	3.4	2	-38
43	CNC[C@@H]1Oc2cc(C#Cc3ccccc3F)ccc2S(=O)(=O)N([C@H](C)CO)C[C@H]1C	/	-2.0	7	-64
44	COc1ccc(CN(C)C[C@@H]2Oc3c(NC(=O)c4nc5ccccc5s4)cccc3C(=O)N([C@H](C)CO)C[C@H]2C)cc1	82	0.5	-17	-43
45	O=C(N[C@H]1CC[C@@H](CCn2cc(C3(O)CCCC3)nn2)O[C@H]1CO)C1CCOCC1	42	-0.8	/	-1
46	C/C=C/c1ccc2c(c1)O[C@@H](CN(C)C(=O)Cc1cccnc1)[C@@H](C)CN([C@H](C)CO)S2(=O)=O	/	1.2	1	24
47	C[C@H]1CN([C@@H](C)CO)S(=O)(=O)c2ccc(-c3cccnc3)cc2O[C@@H]1CN(C)C(=O)C1CCCCC1	81	0.4	-3	16
48	COCC(=O)NC[C@@H]1[C@@H](c2ccc(-c3ccccc3)cc2)[C@@H](CO)N1C(C)=O	58	-2.2	-2	-6
49	C[C@H](CO)N1C[C@H](C)[C@H](CN(C)Cc2ccc(C(=O)Nc3ccccc3N)cc2)Oc2ccc(NC(=O)Nc3ccc(F)cc3)cc2CC1=O	10	1.5	4	-75
50	CNC[C@@H]1Oc2c(NS(=O)(=O)c3ccc(OC)cc3)cccc2C(=O)N([C@@H](C)CO)C[C@@H]1C	-28	/	1	10
51	C[C@@H]1CN([C@@H](C)CO)C(=O)Cc2cc(NC(=O)C3CCCCC3)ccc2O[C@H]1CN(C)CC1CC1	-12	-0.3	-4	-42
52	C[C@H]1CN([C@@H](C)CO)C(=O)Cc2cc(NC(=O)Nc3ccc(C(F)(F)F)cc3)ccc2O[C@@H]1CN(C)C(=O)Nc1ccc(F)cc1	4	1.0	-2	-74
53	Cc1ccc(S(=O)(=O)Nc2ccc3c(c2)C(=O)N([C@@H](C)CO)C[C@@H](C)[C@H](CN(C)S(=O)(=O)c2cn(C)cn2)OCCCC[C@H](C)O3)cc1	39	15	-1	17
54	CO[C@@H]1CN(C)C(=O)c2ccc(NC(C)=O)cc2OC[C@@H](C)N(C(=O)CN2CCOCC2)C[C@H]1C	-64	/	1	37
55	COc1ccccc1NC(=O)N(C)C[C@@H]1Oc2ncc(C#CC(C)C)cc2C(=O)N([C@@H](C)CO)C[C@H]1C	51	6.8	-3	-82*
56	O=C(C[C@H]1CC[C@H](NC(=O)C2CCOCC2)[C@H](CO)O1)NCc1ccccc1Cl	-26	-1.0	/	0
57	C/C=C/c1cnc2c(c1)C(=O)N([C@H](C)CO)C[C@H](C)[C@H](CN(C)Cc1ccc3c(c1)OCO3)O2	/	-1.9	2	14
58	CO[C@H]1CN(C)C(=O)c2cc(NS(=O)(=O)c3ccccc3Cl)ccc2OC[C@H](C)NC[C@H]1C	12	1.6	/	-1
59	COc1ccc(NC(=O)N(C)C[C@H]2Oc3ccc(NC(=O)c4ccncc4)cc3C(=O)N([C@@H](C)CO)C[C@@H]2C)cc1	31	2.2	-2	-2
60	COc1ccc(S(=O)(=O)N[C@@H]2CC[C@H](CC(=O)N3CCN(c4ccccc4)CC3)O[C@H]2CO)cc1	-28	0.7	-2	-8
61	CCCN1C[C@@H](C)[C@H](OC)CN(C)C(=O)c2cc(NC(=O)c3cccc(F)c3)ccc2OC[C@H]1C	18	0.9	-4	-37
62	C[C@@H]1CCCCO[C@@H](CN(C)CC2CCCCC2)[C@H](C)CN([C@H](C)CO)C(=O)c2cc(NC(=O)NC3CCCCC3)ccc2O1	106*	-1.1	/	-73
63	COc1ccc2c3c(n(C)c2c1)[C@@H](CO)N(Cc1ccncc1)CC31CCN(C(=O)Nc2cccc(F)c2)CC1	/	4.2	5	-71

An excerpt from above in order of SMILES length, falling.
entry	canonical_smiles	T cruzi growth	GASC1 inh	C diff growth	Pf Dd2 growth
33	C[C@H](CO)N1C[C@H](C)[C@@H](CN(C)C(=O)C2CCCCC2)OCCCC[C@H](C)Oc2ccc(NS(=O)(=O)c3cccs3)cc2C1=O	45	0.7	-1	-1
37	COc1ccccc1-c1ccc2c(c1)O[C@H](CN(C)C(C)=O)[C@@H](C)CN([C@H](C)CO)S2(=O)=O	16	0.2	4	22
51	C[C@@H]1CN([C@@H](C)CO)C(=O)Cc2cc(NC(=O)C3CCCCC3)ccc2O[C@H]1CN(C)CC1CC1	-12	-0.3	-4	-42
